# High-throughput results deposited in PubChem by several laboratories.
# Dengue-2 NS5 capping – Dengue-2 NS5 methyltransferase inhibitors, primary screen, biochemical, confirmation dose response (AID 588689) | hit rate 0.3% among 340,000 | Dengue-2 NS5 methyltransferase capping enzyme assay, biochemical; higher % means a stronger effect | Genome polyprotein (Dengue virus type 2 (strain 16681-PDK53)) | one-dose inhibition, % at 25 µM; IC50 in µM for titrated hits; in the data active = a potency from the dose series; inconclusive = inhibition above about 29% without an active follow-up result
# NTR1 agonist – agonists of NTR1, primary screen, imaging, U2OS cells, beta-arrestin-GFP, high content (AID 493036); Neurotensin receptor type 1 (Homo sapiens), P30989; NTR1-U2OS beta-arrestin-GFP spot imaging, agonist mode; activation, % at 20 µM; hit rate 0.17% among 330,000;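 active = activation at or above 40% of the spot to cytoplasm intensity ratio, with at least 20 cells analyzed; inconclusive = wells under 20 cells, flagged as cytotoxic or low count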;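 note: 0% = DMSO without peptide and 100% = 100 nM NTR1 peptide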
# Target sequence (P30989 whole entry, looked up): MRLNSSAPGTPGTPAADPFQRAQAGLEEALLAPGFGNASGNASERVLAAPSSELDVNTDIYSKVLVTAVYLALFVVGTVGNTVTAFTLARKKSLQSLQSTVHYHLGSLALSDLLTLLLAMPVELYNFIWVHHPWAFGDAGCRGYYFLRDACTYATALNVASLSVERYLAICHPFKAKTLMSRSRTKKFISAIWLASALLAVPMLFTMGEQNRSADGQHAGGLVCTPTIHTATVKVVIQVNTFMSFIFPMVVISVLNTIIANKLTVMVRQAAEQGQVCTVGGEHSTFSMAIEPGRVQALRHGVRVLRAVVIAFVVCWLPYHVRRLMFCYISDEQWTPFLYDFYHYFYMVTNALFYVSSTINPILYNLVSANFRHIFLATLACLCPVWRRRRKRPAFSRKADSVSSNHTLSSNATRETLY
# SIAH1 antagonists – Siah-1 peptide-binding antagonists, primary screen, biochemical, fluorescence polarization, rhodamine-plectin, uHTS (AID 1817); E3 ubiquitin-protein ligase SIAH1 (Homo sapiens); Siah-1 / rhodamine-plectin peptide fluorescence polarization; higher % means a stronger effect; displacement, % at 20 µM; hits with a dose series show IC50 in µM; hit rate 0.02% among 290,000;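 active = displacement of at least 50% at 20 µM, with a fluorescence ratio check between 0.3 and a set limit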;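 note: plate controls were Siah plus tracer with DMSO for no effect and tracer alone without Siah for full effect; strong numbers were not always called active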
# Large T inhibition – SV40 large T antigen inhibitors, biochemical (AID 1903); hit rate 0.39% among 310,000; inhibition, % at 20 µM; hits with a dose series show IC50 in µM; SV40 large T antigen ATPase/helicase inhibition assay; higher % means a stronger effect; in the data active = a potency from the dose series; inconclusive = inhibition mostly from about 32% at the one dose, without a potency; inactive = the rest, 99 in 100 with inhibition below about 32%; note: strong numbers were not always called active
# West Nile antiviral – West Nile virus antiviral activity, cell-based, CPE readout (AID 1621) | West Nile virus-infected cells, CPE inhibition; higher % means a stronger effect | one-dose CPE inhibition, % at 10 µM; IC50 in µM for titrated hits | hit rate 0.02% among 290,000; in the data active = a potency from the dose series; inconclusive = CPE inhibition mostly from about 3.7% at the one dose, without a potency; inactive = the rest, 99 in 100 with CPE inhibition below about 2.2%; note: strong numbers were not always called active
# AID2073 – inhibitors of Mint1-CaV2.2 protein interaction, biochemical, HTRF (AID 2073) | Voltage-dependent N-type calcium channel subunit alpha-1B (Homo sapiens) | HTRF protein-protein interaction, Mint1-CaV2.2; higher % means a stronger effect | one-dose inhibition, % at 20 µM; IC50 in µM for titrated hits | hit rate 0.19% among 290,000; in the data active = inhibition mostly above about 51%, no sharp cut-off; inconclusive = no clear call, values can overlap the other calls; inactive = mostly below about 53%; note: some results filed as inactive read as strong as hits
# UTI89 phage lysis – inhibition of K1F phage lysis, E. coli UTI89, bacterial capsule biogenesis inhibitors, alamar blue (AID 488966); E. coli UTI89 K1F phage lysis, alamar blue, 2 h; higher % means a stronger effect; inhibition, % at 100 µM, or IC50 in µM where a hit was titrated; hit rate 0.02% among 340,000;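 active = phage lysis inhibition, versus mean bacterial control, above a set limit; inconclusive = no clear call, values can overlap the other calls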;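 note: capsule biogenesis inhibitors block K1F phage lysis so surviving cells raise fluorescence; higher fluorescence means more inhibition of phage lysis; actives were called in the ten point dose series up to 300 µM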
# MgcRacGAP inhibition – MgcRacGAP GTPase-activating activity inhibitors, confirmation, biochemical, ADP Hunter fluorescence | MgcRacGAP-stimulated Rac1 GTP hydrolysis, ADP Hunter fluorescence; higher % means a stronger effect; GST-tagged Rac1 F28L mutant substrate | inhibition, % at 30 µM, or IC50 in µM where a hit was titrated | hit rate 0.6% among 340,000 | AID 624330, 2012;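 active = first-screen hits whose inhibition reached a set limit at any dose in the follow-up dose series; inconclusive = inhibition above the set first-screen limit but never retested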;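 note: fluorescence reports GDP produced by GAP-driven GTP hydrolysis; strong numbers were not always called active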
# RSV CPE inhibition – RSV antiviral activity via CPE protection, HEp-2 cells, primary 10 µM value included (AID 2391). HEp-2 cells, RSV-induced CPE inhibition; higher % means a stronger effect. one-dose CPE inhibition, % at 10 µM; IC50 in µM for titrated hits. hit rate 0.13% among 310,000; in the data active = a potency from the dose series; inconclusive = CPE inhibition mostly from about 23% at the one dose, without a potency; inactive = the rest, 99 in 100 with CPE inhibition below about 21%; note: strong numbers were not always called active
# NTR1 agonist cell count 20 µM – recorded beside NTR1 agonist, whose call it bears; cell count; measured here: cell count, cytotoxicity flag
# Dengue-2 NS5 capping pilot replicate – second read-out of Dengue-2 NS5 capping, no call of its own (marks repeat the call); inhibition, %; measured here: pilot screen replicate inhibition
# Numbers without * were called inactive; ? = inconclusive; . = not tested or not shown; [ ] = dose if it differs, or a comment.
SMILES,Dengue-2 NS5 capping,NTR1 agonist,NTR1 agonist cell count 20 µM,SIAH1 antagonists,Large T inhibition,West Nile antiviral,AID2073,UTI89 phage lysis,MgcRacGAP inhibition,RSV CPE inhibition,others
CC(C)Nc1nc(Cl)nc(N(C#N)CN2C(=O)c3ccccc3C2=O)n1,-1%,3.8,49,6%,9%,0.7%,0%,-0.8%[50 µM],3%,2.2%,
Cc1ccccc1C(=O)Oc1ccc(Cl)cc1C(=S)N1CCOCC1,-5%,1.7,57,-4%,7%,0.1%,-14%,-0.4%,5%,2.6%,
CCOC(=O)c1cnc(SCc2nc(N)nc(Nc3ccc(OC)cc3)n2)nc1N,-12%,-0.2,86,-3%,6%,2.0%,-5%,0.0%,2%,-0.5%,
CC(=O)c1cccc(NC(=O)Nc2cc3sccc3n2C)c1,.,4.8,51,3%,10%,0.2%,42%,.,.,0.4%,
CCN1CCN(C(=O)c2cc(-c3ccco3)nc3ccccc23)CC1,5%,-2.5,60,.,.,.,.,-0.1%[50 µM],0%,-0.3%,
Cc1ccc(C(C)C)c(OCC(=O)NN=C(CCl)CCl)c1,.,0.4,52,0%,13%,1.1%,-1%,.,.,.,
COC(=O)c1ccc(C(C(=O)NC2CCCCC2)N(C(=O)Cc2cccs2)C2CC2)cc1 (stereo not drawn),-5%,-2.5,92,1%,-4%,-1.0%,22%,-0.1%,10%,-0.3%,
CNc1nnc(-c2cc3cc(Cl)ccc3oc2=O)s1,-4%,0.0,54,3%,7%,0.3%,40%,0.5%,4%,1.7%,
CCc1ccc2c(c1)C(=O)C[C@]1(CCC[C@H](C)C1)O2,-2%,6.6,85,.,1%,.,.,-0.3%,4%,0.3%,
CCCNC(=O)c1cc(S(=O)(=O)N2CCCCC2)ccc1N1CCOCC1,-1%,-1.6,62,.,11%,.,.,-0.5%,8%,-0.6%,
CCCCN(CC)CCNC(=O)c1cc2c(=O)n(CC)c3ccccc3c2s1,-3%,3.0,99,1%,2%,-1.1%,16%,0.1%,19%,-3.1%,
CCOC(=O)CS(=O)(=O)c1ccc(O)cc1,-6%,2.7,80,-3%,5%,0.2%,-8%,-1.1%,4%,0.4%,
COc1cc(/C=N/N2CCN(c3ccccc3)CC2)ccc1OC(C)=O,-13%,2.2,66,2%,12%,-0.2%,3%,0.5%,14%,1.6%,
Cc1csc(NC(=O)CSc2nnc(-c3ccc(Cl)cc3)n2N)n1,-10%,-0.6,73,1%,-3%,0.1%,-3%,2.5%,1%,-0.2%,
CN(Cc1ccc(Cl)cc1)C(=O)c1cc(S(=O)(=O)N2CCOCC2)ccc1N1CCCC1,6%,1.2,57,.,12%,.,.,0.1%[50 µM],10%,-0.2%,

# Ordered by SMILES length (highest first): part of the list above.
SMILES,Dengue-2 NS5 capping,NTR1 agonist,NTR1 agonist cell count 20 µM,SIAH1 antagonists,Large T inhibition,West Nile antiviral,AID2073,UTI89 phage lysis,MgcRacGAP inhibition,RSV CPE inhibition,others
CC(C)Nc1nc(Cl)nc(N(C#N)CN2C(=O)c3ccccc3C2=O)n1,-1%,3.8,49,6%,9%,0.7%,0%,-0.8%[50 µM],3%,2.2%,
COc1cc(/C=N/N2CCN(c3ccccc3)CC2)ccc1OC(C)=O,-13%,2.2,66,2%,12%,-0.2%,3%,0.5%,14%,1.6%,
CCc1ccc2c(c1)C(=O)C[C@]1(CCC[C@H](C)C1)O2,-2%,6.6,85,.,1%,.,.,-0.3%,4%,0.3%,
Cc1ccc(C(C)C)c(OCC(=O)NN=C(CCl)CCl)c1,.,0.4,52,0%,13%,1.1%,-1%,.,.,.,

# Next results.
SMILES,Dengue-2 NS5 capping,NTR1 agonist,NTR1 agonist cell count 20 µM,SIAH1 antagonists,Large T inhibition,West Nile antiviral,AID2073,UTI89 phage lysis,MgcRacGAP inhibition,RSV CPE inhibition,others
CCCSc1nc(C)c(C(C)=O)cc1C#N,0%,-0.3,54,4%,2%,0.0%,-2%,0.5%,3%,0.0%,
O=C(NCc1nnc(SCC(=O)N2CCN(c3ccccc3)CC2)o1)c1c(F)cccc1Cl,-5%,-0.6,48,-1%,4%,-0.9%,1%,-1.9%,-1%,0.3%,
CCOC(=O)c1ccccc1NC(=O)Cc1c(C(=O)O)n(C)c2ccccc12,-1%,-0.2,57,1%,9%,1.1%,12%,-0.1%,12%,1.5%,
Cc1ccc(C)c(OCCC(=O)Nc2cccc(S(=O)(=O)N3CCCCC3)c2)c1,2%,4.6,52,.,.,.,.,-0.1%[50 µM],3%,4.3%,
CC(C)(C)c1cc(C(=O)CCN2CCOCC2)cc(C(C)(C)C)c1O,-35%,0.0,83,2%,6%,-0.8%,-2%,0.1%,.,1.7%,
COC(=O)Nc1nnc(Cc2ccccc2)s1,-2%,0.7,55,10%,6%,-0.2%,-4%,2.3%,11%,-1.4%,
CCCCNc1cc(Cl)nc(N)n1,18%,0.7,57,10%,3%,-0.5%,11%,-0.7%[50 µM],3%,7.3%,
COC(=O)c1ccn(CSc2c(F)c(F)cc(F)c2F)n1,-5%,1.1,67,.,.,.,.,0.3%[50 µM],5%,1.6%,
CCc1ccc(N2CC(C(=O)N/N=C/c3ccccc3OC)CC2=O)cc1 (stereo not drawn),-1%,0.8,43,3%,11%,-0.9%,-3%,0.4%,4%,0.9%,
Fc1ccc(-n2c(-c3ccco3)nc3nc4ccccc4nc32)cc1,12%,2.1,42,-1%,16%,0.4%,16%,0.8%,15%,1.6%,
CN(CC(=O)Nc1ccccc1Br)C(=O)CCc1ccccc1,-9%,-0.4,36,15%,9%,-0.1%,7%,-0.1%,5%,1.5%,
CCCCCCOc1ccc(N2C(=O)CC(NCCc3ccc(S(N)(=O)=O)cc3)C2=O)cc1 (stereo not drawn),-5%,4.6,79,3%,7%,1.6%,9%,0.2%,1%,2.9%,Dengue-2 NS5 capping pilot replicate=1.5
Cc1cc(=O)oc2cc(OC(=O)CCCCCN3C(=O)c4ccccc4C3=O)ccc12,-10%,1.6,41,-4%,1%,0.4%,16%,-0.5%,5%,-0.3%,
Cc1ccc(-n2nnc3c(SCC(=O)NCc4ccco4)ncnc32)cc1,-10%,2.4,37,2%,4%,0.1%,1%,0.1%,10%,2.5%,
COc1ccccc1NC(=O)C(C)NS(=O)(=O)c1ccc(Cl)cc1 (stereo not drawn),2%,-0.8,81,0%,21%,0.8%,0%,-0.2%,4%,1.5%,
CC(C)(C)[C@@H]1COC(=O)[C@@H](Cc2ccc(F)cc2)CC/C=C\C[C@@H](CC(=O)N(CCO)Cc2ccccc2)C(=O)N1,0%,3.2,69,.,.,.,.,2.0%,6%,.,
COc1ccc(NC(=O)Nc2cccc3c2O[C@H](CN(C)S(=O)(=O)c2ccc(OC)cc2)[C@@H](C)CN([C@H](C)CO)C3=O)cc1,-37%,-2.5,45,.,.,.,.,0.2%,6%,.,
COC(=O)c1sccc1NN1C(=O)c2ccccc2C1=O,1%,-0.8,39,4%,5%,-0.1%,4%,-0.7%,-8%,.,
Cc1ccc(OCC(=O)NNc2c3ccccc3nc3ccccc23)cc1,-8%,47*,38*,-5%,5%,?,-5%,2.6%,10%,18%,
O=C(NCc1ccccc1)c1onc(CSc2nc3ccccc3[nH]2)c1C(=O)NCc1ccccc1,-4%,6.9,72,-2%,17%,-0.6%,12%,2.0%,6%,6.0%,
O=S(=O)(Nc1ncnc2sc3c(c12)CCC3)c1ccc(Cl)s1,2%,-1.1,58,-1%,18%,1.0%,3%,-0.3%,4%,19%,
CCCCCCCC(=O)Nc1cc(C(=O)NCCC)ccc1N1CCC2(CC1)CC(c1cccc(Br)c1)=NO2,-3%,1.8,70,.,12%,.,.,1.7%,1%,-1.5%,
c1ccc(-n2c(SCC3CCCCO3)nnc2-c2cnccn2)cc1 (stereo not drawn),-5%,-0.4,60,-6%,12%,0.2%,-13%,1.1%,14%,1.7%,
O=C(NC1CCCN(Cc2ccc(Cl)cc2)C1)c1ccnc(Cl)c1 (stereo not drawn),7%,-0.4,57,7%,11%,-1.1%,10%,0.1%,12%,9.8%,Dengue-2 NS5 capping pilot replicate=-5.5
Cc1ccc(S(=O)(=O)CC(c2ccccc2)N2CCCCC2)cc1 (stereo not drawn),0%,1.9,99,-2%,2%,-0.1%,-16%,0.1%,10%,2.9%,
CCc1cc2cc3c(cc2nc1SCC(=O)OC(C)C)OCO3,-2%,5.6,68,-3%,2%,-0.6%,-23%,-1.5%,2%,-0.2%,
COc1ccc(Nc2nnc(-c3ccncc3)s2)cc1Cl,-1%,0.0,101,26%,7%,1.2%,35%,0.1%,10%,1.2%,
CCOc1ccc2oc(-c3ccccc3)c(C(N)=O)c2c1,0%,-0.5,97,0%,12%,-0.4%,28%,0.3%,.,2.6%,
CNc1ccc(C(=O)OCC(=O)NC(=O)NC2CCCC2)cc1[N+](=O)[O-],-4%,1.9,55,.,.,.,.,0.6%[50 µM],5%,.,
Nc1nc(Nc2cccc(F)c2)nc2ccccc12,-6%,-1.6,78,5%,14%,-1.6%,-2%,1.7%,8%,3.9%,
CCOc1ccc(NC(=O)CC2C(=O)N(c3ccc(OC)cc3)C(=O)N2CCc2ccc(OC)c(OC)c2)cc1 (stereo not drawn),0%,0.2,107,-3%,10%,-0.1%,10%,-0.2%,8%,1.9%,
O=C(c1cc(-c2ccccc2)nn1-c1ccccc1)N1CCN(S(=O)(=O)c2ccc(F)cc2)CC1,-2%,0.7,59,.,8%,.,.,1.3%[50 µM],2%,-1.3%,
COc1ccccc1CNc1ncc(-c2ccc(F)cc2)n1C,-16%,0.4,56,6%,12%,-1.0%,5%,1.2%,28%,0.4%,
CC(=O)Nc1ccc(S(=O)(=O)NCC2CCC(C(=O)NCc3ccccc3)CC2)cc1 (stereo not drawn),-3%,0.9,47,12%,2%,.,8%,-0.4%,6%,2.8%,
COc1cc2cccc(OC)c(=O)c2c(O)c1OC,-3%,-1.7,64,16%,2%,0.5%,1%,-0.2%,10%,0.8%,
Cc1ccc(S(=O)(=O)NC(=O)Nc2ccc(C)cn2)cc1,-4%,-1.1,49,3%,-4%,0.1%,4%,-0.7%,5%,-0.3%,
CCN1CCN(c2ccc(S(=O)(=O)N3CCCCC3)cc2NC(=O)Cc2ccc(Cl)c(Cl)c2)CC1,-12%,8.6,82,.,10%,.,.,-0.2%[50 µM],8%,1.1%,
Cn1c(CCCOc2ccc(Cl)cc2Cl)nnc1SCC(=O)Nc1ccc(F)c(Cl)c1,-5%,19,35,2%,-1%,-0.8%,-5%,2.4%,8%,6.3%,
